DNA FID counter = displaces DNA intercalator in HCV helicase counter-screen | DNA fluorescent intercalator displacement, fluorescence | inhibition, % at 7.9 µM | 290,000 tested, 0.17% active; in the data active = inhibition above about 37%;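 note: 0% = vehicle and 100% = reference compound; higher means more ethidium bromide displaced from hairpin DNA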
GalR3 antagonist = blocks the human galanin receptor 3; O60755; HEK293 GalR3-CNG cAMP membrane potential fluorescence; galR3 body fused to GalR1 C-terminus; inhibition, % at 3 µM; 360,000 tested, 0.44% active; AID 651719;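 active = inhibition above the screen-wide average plus 3 SD, cut at about 13% in these data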;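 note: forskolin and galanin both at EC90 stimulate the cells; cAMP rise reported by CNG channel membrane potential dye signal; 0% = forskolin plus galanin with DMSO and 100% = forskolin alone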
Target sequence (O60755 1-299 limits assumed): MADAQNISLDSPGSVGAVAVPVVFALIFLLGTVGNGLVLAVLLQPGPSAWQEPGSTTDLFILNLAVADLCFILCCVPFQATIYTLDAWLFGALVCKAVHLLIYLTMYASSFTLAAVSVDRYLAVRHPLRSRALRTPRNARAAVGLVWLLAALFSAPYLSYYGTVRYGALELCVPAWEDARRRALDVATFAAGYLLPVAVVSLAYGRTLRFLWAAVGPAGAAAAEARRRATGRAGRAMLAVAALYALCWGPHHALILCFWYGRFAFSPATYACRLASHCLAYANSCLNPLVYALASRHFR
V1R ag counter = activates human V1a receptor in oxytocin agonist counter-screen. CHO-V1R cells, Fluo-8 calcium fluorescence, agonist mode; 0% DMSO, 100% 3 nM vasopressin. 320,000 tested, 0.25% active. AID 2797. activation, % at 3 µM. P37288;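 active = activation above the mean activation of all tested compounds plus 3 SD, per screening run, cut at about 20% in these data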;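 note: signal is peak over basal fluorescence ratio across a 100 second FLIPR read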
Target sequence (P37288 whole entry, looked up): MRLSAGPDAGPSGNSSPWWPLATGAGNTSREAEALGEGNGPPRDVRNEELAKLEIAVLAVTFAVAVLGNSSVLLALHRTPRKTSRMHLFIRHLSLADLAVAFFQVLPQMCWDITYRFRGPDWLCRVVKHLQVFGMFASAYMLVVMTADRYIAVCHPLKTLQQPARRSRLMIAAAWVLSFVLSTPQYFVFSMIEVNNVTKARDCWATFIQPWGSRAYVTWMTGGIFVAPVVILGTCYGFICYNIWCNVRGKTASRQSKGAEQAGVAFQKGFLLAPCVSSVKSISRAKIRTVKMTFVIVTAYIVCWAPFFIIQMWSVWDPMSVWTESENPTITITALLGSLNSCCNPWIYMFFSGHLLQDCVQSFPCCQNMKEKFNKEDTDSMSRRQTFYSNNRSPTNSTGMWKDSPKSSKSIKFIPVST
PHOSPHO1 block = PHOSPHO1 (human) inhibition | AID 1565 | recombinant PHOSPHO1, absorbance phosphatase assay | 290,000 tested, 1.1% active | inhibition, % at 13.3 µM; in the data active = inhibition above about 60%
VIM-2 inhibitor = inhibitors of Pseudomonas aeruginosa VIM-2 metallo-beta-lactamase; purified VIM-2, nitrocefin hydrolysis, epi-absorbance fluorescence; inhibition, % at 5.6 µM; 290,000 tested, 0.89% active; AID 1527;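 active = inhibition above the mean of all tested compounds plus 3 SD, cutoff set per screening run, cut at about 7.5% in these data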;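 note: red hydrolysis product quenches plate fluorescence so inhibitors raise well fluorescence; 0% = enzyme with DMSO and 100% = DMSO without enzyme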
NS3 helicase inh = HCV NS3 helicase inhibition | NS3 helicase DNA unwinding, Cy5 molecular beacon fluorescence | inhibition, % at 10.9 µM | 290,000 tested, 0.56% active | AID 1800;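 active = inhibition above the mean of all tested compounds plus 3 SD, set per campaign, cut at about 35% in these data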;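 note: 0% = DMSO wells and 100% = thioflavine S control wells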
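Measured by: Cy5 fluorescence, 0 and 60 min reads / Assay system: NS3 helicase fragment of HCV / Control set: low DMSO, high thioflavine S at 110 µM / Times: 1 h reaction at 25 °C, ATP-initiated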
OXTR ag = activates the human oxytocin receptor | CHO-OTR cells, Fluo-8 calcium fluorescence; normalized: DMSO 0%, oxytocin 100% | 320,000 tested, 0.32% active | activation, % at 3 µM | P30559;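 active = activation above the mean of all tested compounds plus 3 SD, cutoff set per screening run, cut at about 20% in these data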;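 note: peak over basal fluorescence ratio from a 100 s FLIPR kinetic read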
GPR7 antagonist = blocks human GPR7 receptor signaling. GPR7-expressing cells, fluorescence antagonist assay. inhibition, % at 4.4 µM. P48145. 290,000 tested, 1.1% active; in the data active = inhibition above about 16%, passing the limit was not always enough;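 note: cells stimulated with the agonist NPW; 0% = agonist with vehicle and 100% = vehicle without agonist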
Target sequence (P48145 whole entry, looked up): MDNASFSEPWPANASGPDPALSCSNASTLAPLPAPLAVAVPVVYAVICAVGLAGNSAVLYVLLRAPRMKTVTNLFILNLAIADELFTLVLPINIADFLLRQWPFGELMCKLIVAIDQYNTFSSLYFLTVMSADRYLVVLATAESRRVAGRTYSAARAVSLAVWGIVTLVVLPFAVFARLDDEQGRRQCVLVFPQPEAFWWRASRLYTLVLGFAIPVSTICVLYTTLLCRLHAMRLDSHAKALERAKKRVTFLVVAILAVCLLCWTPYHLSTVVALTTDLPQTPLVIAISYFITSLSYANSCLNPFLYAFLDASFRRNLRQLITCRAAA
IMP-1 inh = inhibitors of Pseudomonas aeruginosa IMP-1 metallo-beta-lactamase. purified IMP-1, nitrocefin hydrolysis, epi-absorbance fluorescence. inhibition, % at 5.6 µM. 290,000 tested, 0.45% active;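 active = inhibition above the mean plus 3 SD of all compounds in the same screening run, cut at about 4.5% in these data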;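 note: 0% = IMP-1 with DMSO and 100% = DMSO wells lacking enzyme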
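System: purified recombinant IMP-1 beta-lactamase. Medium: Zinc- and detergent-supplemented HEPES buffer, pH 7.1. Compound: one 5.6 µM dose […]. Schedule: 15 min preincubation plus 25 min reaction at 25 °C. Technique: Epi-absorbance fluorescence, 480 nm excitation, 530 nm emission.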
Active calls of the source: *; . = not tested or not shown.

SMILES | DNA FID counter | GalR3 antagonist | V1R ag counter | PHOSPHO1 block | VIM-2 inhibitor | NS3 helicase inh | OXTR ag | GPR7 antagonist | IMP-1 inh
CCOC(=O)CSc1nnc([C@@H](NC(=O)OC(C)(C)C)C(C)C)o1 | -13.7 | -2.4 | 0.1 | 8.8 | -3.0 | 5.2 | 0.2 | -10.6 | -3.9
COc1cc2c(cc1OC)CN(Cc1ccccc1)CC2 | 4.3 | -2.7 | 0.0 | 24.7 | 0.0 | 11.4 | -0.3 | -1.6 | -1.0
COc1cccc(N(C(=O)CS(=O)CC(=O)Nc2ccc(F)cc2)C(C(=O)NC2CCCCC2)c2cccs2)c1 (stereo unspecified) | -13.1 | -3.0 | -1.4 | -46.2 | -2.7 | 15.6 | -3.0 | -8.1 | -2.7
O=C(Nc1ccc(N2CCOCC2)cc1)C1CC(=O)N(c2ccccc2)C1 (stereo unspecified) | -6.9 | 1.6 | -0.4 | 23.9 | -0.8 | 0.4 | 0.0 | -3.2 | -2.4
COc1ccc(CCNC(=O)CN2C(=O)c3cccc4cccc(c34)C2=O)cc1OC | -1.3 | -3.4 | 0.1 | 49.8 | 1.4 | -0.8 | -0.4 | -5.0 | -3.5
Cc1ccc(-c2nc(SCC(=O)Nc3ccccc3OC(F)F)c3c(C)c(C(=O)O)sc3n2)cc1 | -13.5 | . | -0.6 | -79.1 | 2.3 | 26.6 | -0.6 | 29.8* | 0.6
COC(=O)C(CC(=O)c1ccc(C)cc1)n1nc(C)cc1C (stereo unspecified) | -15.3 | -6.9 | -0.6 | 34.8 | -0.8 | 2.3 | 1.0 | -5.0 | -0.8
Cc1ccc(C)c(N2CCN(C(=O)Cc3c(C(=O)O)[nH]c4ccc(Cl)cc34)CC2)c1 | -26.6 | -6.5 | -0.1 | 15.9 | -1.0 | 21.1 | -0.3 | -10.1 | -2.0
CCOC(=O)C1CCN(c2c(NCCCN(CC)c3ccccc3)c(=O)c2=O)CC1 | -18.6 | -5.5 | 1.3 | -10.7 | -4.0 | -3.4 | 1.4 | -5.2 | -2.4
O=C(Cc1ccc(O)cc1)N/N=C/c1cccnc1 | -3.7 | 0.2 | . | 32.2 | -4.1 | 9.5 | . | -6.2 | -1.5
O=C(COc1ccccc1[N+](=O)[O-])N/N=C/c1ccc(OC(=O)c2ccco2)cc1 | -14.6 | -1.3 | 9.9 | 8.5 | -3.8 | 7.5 | 7.8 | 12.9 | 1.0
COc1cc2c(=O)n(Cc3ccccc3)c(=O)n(CC(=O)NCCc3ccccc3)c2cc1OC | -2.2 | 3.8 | 3.0 | 5.9 | -2.2 | -3.2 | -1.5 | -1.5 | -0.8
Cc1ccc(S(=O)(=O)Nc2ccc(OCC(=O)N3CCOCC3)cc2)c(C)c1NS(C)(=O)=O | -20.4 | -9.8 | -0.6 | 31.0 | -2.5 | 6.6 | -0.6 | -5.3 | -0.9
CCOc1ccc(S(=O)(=O)N2CCN(c3ccccn3)CC2)cc1 | -21.2 | -7.4 | 2.5 | 44.4 | -2.7 | -4.1 | -0.2 | 3.5 | -5.4
O=C(Nc1cccc(Cl)c1)OCc1ccccn1 | -3.7 | -5.6 | 1.2 | -0.3 | -5.0 | -4.7 | 2.3 | -8.1 | -3.8
Cc1ccc2c(c1)c1c(n2CC(O)CNC2CCCCC2)CCCC1 (stereo unspecified) | 28.6 | -5.8 | 11.3 | 32.6 | 2.0 | -49.6 | 19.4 | 32.4* | -0.3
COC(=O)[C@H](CC(C)C)NC(=O)N1CCCCC1 | -2.2 | -1.1 | 0.1 | 50.9 | -2.3 | 3.6 | 0.3 | -11.3 | -3.3
CCc1c(C(=O)NCCc2cccc(C)c2)[nH]c(C)c1C(C)=O | -20.1 | -2.3 | 5.7 | 23.3 | -0.6 | -0.3 | 5.1 | 10.0 | -3.7
CC(C)(C)c1ccc(C(=O)CSc2nc3ccccc3c(=O)[nH]2)cc1 | 1.1 | -6.2 | 0.4 | 19.1 | -0.6 | -4.8 | -0.1 | 3.1 | 1.4
CCOc1ccc(CN(C)C(C)C(=O)NCCc2ccc(F)cc2)cc1 (stereo unspecified) | 12.3 | -0.1 | 0.4 | -36.6 | 1.1 | -0.3 | -0.9 | 7.3 | -1.3
C=CCOc1ccc(/C(CC)=N/O)c(OC)c1 | -0.6 | -3.0 | -0.3 | 19.9 | -0.8 | 5.3 | -0.8 | -5.8 | -1.1
COc1ccc(CNC(=O)C/C(C)=N/NC(=O)Cc2ccc(OC)c(OC)c2)cc1 | -23.5 | -3.8 | 1.8 | -18.2 | -5.8 | 3.4 | -0.5 | 0.2 | -6.1
O=C(NC1CCCCC1)N1CCc2ccccc2C1 | -14.3 | -1.3 | -0.7 | 40.7 | -2.3 | 1.5 | -1.6 | -6.3 | -2.9
Cc1cc(C(=O)NC(=S)Nc2ccccc2N2CCOCC2)ccc1[N+](=O)[O-] | -6.7 | 1.4 | -0.6 | -2.2 | -0.4 | -11.6 | -0.3 | -5.4 | -2.7
COCCNC(=O)/C(C#N)=C/c1cc(C)n(C2CCCCC2)c1C | -29.4 | -1.1 | 0.8 | -2.4 | -2.6 | 0.7 | -0.1 | -14.3 | -1.8
CC(C)(C)c1ccc(C(=O)Nc2ccc(C(=O)NCc3cccnc3)cc2)cc1 | -15.2 | -5.3 | 6.8 | -51.9 | -0.2 | -2.4 | 2.5 | -4.0 | -0.2
O=C(NCc1cccnc1)c1cccn2c(=O)c3sccc3nc12 | -7.0 | -1.1 | -1.6 | 27.0 | 26.4* | -5.2 | -1.2 | -7.1 | -1.0
CC(=O)O[C@H]1CC[C@@]2(C)C(CCC3C2CC[C@]2(C)OC(=O)CCC32)C1 (stereo partly specified) | -30.1 | -4.5 | 0.4 | -5.8 | -0.8 | -3.1 | -2.5 | -2.0 | -2.0
CCCc1cc(CNC(=O)C2CCC(=O)N(Cc3ccccc3F)C2)on1 (stereo unspecified) | -12.7 | 0.3 | 0.9 | 22.6 | -4.1 | 4.6 | -0.6 | -16.3 | -3.0
O=C(Cn1ncc(N2CCOCC2)c(Cl)c1=O)c1ccc(Cl)cc1 | -8.3 | -3.2 | 0.1 | 34.2 | -3.0 | -5.8 | -1.2 | 2.8 | -2.5
CCCCC1(CCCC)NC(=S)N(Nc2ccc(C)cc2)C1=O | -18.0 | -3.4 | -0.9 | 53.3 | -8.8 | 2.2 | -1.2 | -8.1 | -6.0
Cc1cc(C)nc(SCC(=O)Nc2ncc3c(n2)CCCC3=O)n1 | 0.3 | -3.1 | 0.6 | -35.6 | -1.4 | -3.4 | 1.2 | -10.8 | -1.1
FC(F)(F)c1ccc(Cl)c(NC(=S)NC2CC2)c1 | -5.7 | -3.1 | -0.4 | -0.8 | 0.1 | 2.5 | -1.8 | -6.4 | -2.2
Cc1ccc(Nc2ncnc3sccc23)c(C)c1 | -6.5 | -9.1 | 2.0 | 26.9 | -2.6 | -12.0 | 0.7 | -4.1 | -1.5
O=C(N/N=C/c1cc(Br)cc(Br)c1O)c1ccncc1 | -6.5 | -5.8 | 11.7 | 10.8 | 0.1 | 14.4 | 8.8 | -8.6 | 4.1
CCN(CC)c1ccc(Nc2cc3n(c(=O)n2)CCc2cc(OC)c(OC)cc2-3)cc1 | -18.6 | 47.5* | -0.9 | 33.0 | -1.6 | -13.8 | -1.7 | -30.8 | -4.9
COCCNC(=O)CN(CCc1ccccc1)S(=O)(=O)c1ccc(Br)cc1 | -26.4 | -7.5 | -0.9 | 8.5 | -3.4 | -2.7 | -2.2 | 7.2 | -2.8
Cc1ccccc1NC(=O)c1cnn(-c2ccccc2)c1NC(=O)c1ccco1 | -13.4 | -1.7 | 1.1 | 4.7 | -0.7 | -0.8 | 0.6 | -4.8 | -2.8
Cc1ccccc1CC(=O)NCCN1CCCCC1 | 0.4 | -6.3 | 0.9 | 29.1 | -2.6 | -0.4 | -0.1 | -5.5 | -3.8
Cc1cccc(OCC(=O)Nc2ccc(N3CCN(C(=O)c4ccccc4)CC3)cc2)c1C | -56.0 | -2.9 | 8.8 | 42.7 | -2.1 | 0.1 | 5.6 | -13.7 | -3.2

The last 4 records of the section above are carried over, then new ones follow.
SMILES | DNA FID counter | GalR3 antagonist | V1R ag counter | PHOSPHO1 block | VIM-2 inhibitor | NS3 helicase inh | OXTR ag | GPR7 antagonist | IMP-1 inh
COCCNC(=O)CN(CCc1ccccc1)S(=O)(=O)c1ccc(Br)cc1 | -26.4 | -7.5 | -0.9 | 8.5 | -3.4 | -2.7 | -2.2 | 7.2 | -2.8
Cc1ccccc1NC(=O)c1cnn(-c2ccccc2)c1NC(=O)c1ccco1 | -13.4 | -1.7 | 1.1 | 4.7 | -0.7 | -0.8 | 0.6 | -4.8 | -2.8
Cc1ccccc1CC(=O)NCCN1CCCCC1 | 0.4 | -6.3 | 0.9 | 29.1 | -2.6 | -0.4 | -0.1 | -5.5 | -3.8
Cc1cccc(OCC(=O)Nc2ccc(N3CCN(C(=O)c4ccccc4)CC3)cc2)c1C | -56.0 | -2.9 | 8.8 | 42.7 | -2.1 | 0.1 | 5.6 | -13.7 | -3.2
N#Cc1c(NC(=O)/C=C/C(=O)O)sc2c1CCN(Cc1ccccc1)C2 | -11.5 | 2.1 | 1.7 | 10.6 | -2.8 | 25.5 | 3.2 | 5.1 | 2.4
COC(=O)COc1ccc(S(=O)(=O)N2CCN(c3ccccc3F)CC2)cc1C | -28.7 | -4.8 | 1.3 | -24.2 | -3.4 | -5.2 | -0.5 | 17.8 | -4.2
Cc1ccc(OCC(O)CNC(=O)c2ccccc2C(=O)O)cc1 (stereo unspecified) | -2.8 | -5.1 | 0.8 | -2.8 | -2.9 | -6.4 | 0.8 | -7.3 | -1.4
O=C(NCc1ccco1)c1cc(-c2ccccc2)nc2ccccc12 | 2.5 | 0.3 | -0.9 | 12.5 | -4.1 | 3.9 | -2.0 | -1.0 | -4.1
COC(=O)c1ccc(CN2CCN(C3CCCC3)C(CCO)C2)cc1 (stereo unspecified) | 4.9 | -6.0 | 0.4 | 44.0 | -2.3 | 3.5 | 0.4 | -4.7 | -2.8
Cc1c(NC(=O)OCCNC(=O)COc2ccc(Cl)cc2Cl)sc(=S)n1C | -0.3 | -9.8 | 5.9 | -5.2 | -0.7 | -1.3 | 8.2 | -1.1 | -2.9
O=S(=O)(/N=C/N1CCOCC1)c1ccc(Cl)cc1 | 0.3 | -3.1 | 0.5 | 6.2 | -0.8 | -3.0 | 0.6 | 3.1 | -1.4
COc1ccc(C(=O)N/C(=C\c2cccc3ccccc23)C(=O)N2CCN(C)CC2)cc1OC | 9.0 | -3.1 | 0.3 | 33.9 | -1.4 | -8.4 | 1.6 | -6.4 | -2.5
O=C(O)c1cccc(CSc2nc(-c3ccccc3)cc(C(F)(F)F)n2)c1 | -23.1 | -3.6 | 8.5 | 2.6 | 0.6 | 10.5 | 10.5 | -5.7 | -1.5
CC(=O)Nc1ccc(S(=O)(=O)NCc2ccc(C(=O)N3CCOCC3)cc2)cc1 | -2.9 | 0.1 | 0.0 | 24.0 | -2.5 | -11.7 | -0.3 | 9.9 | -1.2
CCN1CCN(CC(=O)Nc2cc(C(F)(F)F)ccc2OCCOC)CC1 | 7.0 | 8.2 | -0.7 | 34.7 | -0.8 | -6.2 | 1.4 | -11.0 | 4.3
